CHT block: inhibitors of human choline transporter CHT | CHT-expressing cells, membrane potential dye, choline response; hits give low values | B-score at 10 µM | actives 0.86% (n = 310,000);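 active = B-score over 3 SD under the library average, and starting fluorescence ratio not unusually high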;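 also: choline stimulus applied at its EC90 after an EC20 pre-addition; B-score computed on integrated fluorescence ratio after choline addition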
Target sequence (Q9GZV3 whole entry, looked up): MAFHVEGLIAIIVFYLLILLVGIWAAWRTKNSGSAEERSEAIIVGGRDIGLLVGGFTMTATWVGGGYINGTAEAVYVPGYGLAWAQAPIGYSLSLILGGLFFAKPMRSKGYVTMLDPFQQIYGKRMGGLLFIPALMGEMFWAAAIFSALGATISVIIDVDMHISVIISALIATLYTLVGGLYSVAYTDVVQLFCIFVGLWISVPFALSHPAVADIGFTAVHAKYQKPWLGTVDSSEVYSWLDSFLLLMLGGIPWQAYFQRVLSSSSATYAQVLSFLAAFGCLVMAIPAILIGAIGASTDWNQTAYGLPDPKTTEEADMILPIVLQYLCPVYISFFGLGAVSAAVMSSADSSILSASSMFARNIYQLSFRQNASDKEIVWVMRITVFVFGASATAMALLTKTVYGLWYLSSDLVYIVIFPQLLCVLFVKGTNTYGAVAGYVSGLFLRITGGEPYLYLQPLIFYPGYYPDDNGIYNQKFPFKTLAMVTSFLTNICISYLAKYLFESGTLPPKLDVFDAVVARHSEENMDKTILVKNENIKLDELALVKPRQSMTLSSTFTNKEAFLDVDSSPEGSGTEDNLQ
CHT allo act: CHT positive allosteric modulators, primary screen, cell-based, membrane potential dye, choline EC20 | High affinity choline transporter 1 (Homo sapiens), Q9GZV3 | CHT-expressing cells; hits give high values; LV-AA mutant CHT in HEK293 cells | actives 0.49% (n = 310,000) | B-score at 10 µM;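 active = initial fluorescence not abnormally high and integrated response B-score, plate-corrected, over 3 SD above library mean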
* = called active by the depositor; i = inactive.

SMILES	CHT block	CHT allo act
Cc1cc(OCC[N+]2(C)CCCCC2)nc2ccccc12	i	i
COc1ccc(-c2nc3n(c2C)Cc2ccccc2-3)cc1	i	i
CCOC(=O)CC1C(=O)NCCN1C(=O)NC1CCCCC1 (stereo not given)	i	i
O=C(Nc1ccccc1Cl)N(Cc1nc2ccccc2c(=O)[nH]1)Cc1cccs1	i	i
O=C(O)c1cc(S(=O)(=O)NC2CCCc3ccccc32)ccc1O (stereo not given)	i	i
CCOC(=O)c1ccc(N2Cc3ccccc3C2)cc1O	i	i
Cc1cc(C)c(S(=O)(=O)NNC(=O)C2CCN(Cc3ccccc3)CC2)c(C)c1	i	i
CCOc1ccc(C(=O)N2CCCC2)cc1	i	i
O=C(Nc1ccc(F)cc1)C1C2CCC3C(CCC21)C3(Cl)Cl (stereo not given)	i	i
O=C(CN1C(=O)/C(=C/c2cccc(Br)c2)SC1=S)NCCCN1CCOCC1	i	i
CC(C)OCCCNC(=O)CCCC(=O)Nc1ccc(OCCc2ccccc2)cc1	i	i
O=C(c1ccccc1)c1nnc(-c2ccccc2F)o1	i	i
COC(=O)c1cc2nc(-c3ccccc3)cc(C(F)(F)F)n2n1	i	i
C[C@@H]1C(=O)O[C@H]2C[C@@]34[C@H]5C[C@@H](C(C)(C)C)[C@]36[C@@H](OC(=O)[C@@H]6O)O[C@@]4(C(=O)O5)[C@]21O	i	i
NC(=O)C1CCN(C(=O)c2cnn(-c3ccccc3)c2NC(=O)c2cccc(F)c2)CC1	i	i
COc1ccc(N2C(=O)CC(Sc3nc4c(cc3C#N)CCC4)C2=O)cc1 (stereo not given)	i	i
COCCCNC(=O)CC(NS(=O)(=O)c1ccc(Cl)cc1)c1ccco1 (stereo not given)	i	i
O=C1c2ccccc2C(=O)N1CCCc1nc2ccccc2c(=O)n1CCCn1ccnc1	i	i
COc1cc(CN2CCC(N3CCC(C(=O)N4CCCC4)CC3)CC2)cc2c1OCO2	i	i
Cc1nn(Cc2ccc(F)cc2)c(C)c1NC(=O)c1noc2c1CCCCC2	i	i
O=C(O)c1cnn2c(C(F)F)cc(C3CC3)nc12	i	i
CCCn1c(O)c(N=NC(=O)c2cccnc2)c2cc(Br)ccc21	i	i
Cc1ccccc1-n1nc2c(c1NC(=O)c1ccc(S(=O)(=O)N(C)C)cc1)CSC2	i	i
CCOc1ccc(C(C)C)cc1S(=O)(=O)N1CCN(C(=O)c2ccco2)CC1	i	i
O=C(CCNS(=O)(=O)c1cccc2nsnc12)NCCC1=CCCCC1	i	i
Cc1cc(C(=O)Nc2ccccn2)cs1	i	i
Cc1ccc2[nH]c3c(=O)n(CCC4=CCCCC4)cnc3c2c1	i	i
O=C(CN1C(=O)COc2ccc(Cl)cc21)N1CCOCC1	i	i
N#Cc1ccc(-c2nc3ccc(Br)cc3c(=O)n2O)cc1	i	i
COc1ccccc1CC(=O)Nc1cc(OC)c(NC(=O)c2ccccc2)cc1OC	i	i
COc1ccc(OC)c(-c2csc(NC(=O)C3=NNC(=O)CC3)n2)c1	i	i
CCN(CC)CCCn1c(=S)[nH]c2cc(C(=O)OC)ccc2c1=O	i	i
CN(c1ccccc1)S(=O)(=O)c1ccc(Cl)c(C(=O)Nc2ccc(-c3nc4ccccc4[nH]3)cc2)c1	i	i
CC(NC(=O)c1ccco1)c1nc(-c2ccc(C(C)(C)C)cc2)no1 (stereo not given)	i	i
COc1ccc(OCC(=O)NNC(=O)Cc2coc3cc(OC)ccc23)cc1	i	i
CC1CCCCN1C(=O)Cn1cc(C#N)c2ccccc21 (stereo not given)	i	i
c1coc(C2Nc3ccccc3-c3nc4ccccc4n32)c1 (stereo not given)	i	i
c1ccc(-n2cc(CN3CCC(N4CCOCC4)CC3)c(-c3ccc4c(c3)OCO4)n2)cc1	i	i
COc1cccc2c(=O)c3c(cnn3C)n(C)c12	i	10*
CN1CCC2(CC1)N=C(c1ccc(F)cc1)C(=S)N2C(=O)c1ccccc1	i	i
CCc1c(C)nc2ncnn2c1N1CCCC(C(=O)NCc2cccs2)C1 (stereo not given)	i	i
Cc1ccc(OCc2nnc(NC(=O)c3ccco3)s2)cc1	i	i
O=C(Nc1ccc2oc(=O)ccc2c1)c1ccccc1[N+](=O)[O-]	i	i
O=C(O)c1ccccc1NC(=O)C1CCCO1 (stereo not given)	i	i
CCOc1cc(C)c(C(C)C)cc1S(=O)(=O)NCc1ccccn1	i	i
CC1CCCC(NC(=O)CCS(=O)(=O)c2ccc3c(c2)NC(=O)CS3)C1C (stereo not given)	i	i
O=C(CSc1nnc(CNC(=O)c2ccccc2)o1)NCCc1ccccc1	i	i
Fc1cccc2sc(N3CCOCC3)nc12	i	i
CC(C)n1cnc2c(Nc3cccc(Cl)c3)nc(NCCCO)nc21	i	i
O=C(CCc1nnc(-c2ccccc2)o1)NCc1cc(F)ccc1F	i	i
CCCCC1=CC2=CC(=O)C(C)(OC(=O)CC)C(=O)C2=CN1Cc1ccc(OC)cc1 (stereo not given)	i	i
CC(=O)Nc1ccccc1-c1nc2ccccc2nc1OCC(=O)c1ccc2ccccc2c1	i	i
CCOc1cccc(C(=O)Nc2ccc3oc(-c4cccnc4)nc3c2)c1	i	i
O=C(CNC1CCCCC1)Nc1cccc(C(F)(F)F)c1	i	i
Cc1ccccc1C(=O)Nc1ccnn1C1CCN(Cc2cnn(C(C)C)c2)CC1	i	i
COc1ccc(-n2nnnc2SCC(=O)Nc2ccc3c(c2)OCCO3)cc1OC	i	i
CCOC(=O)c1ccc(CNC(=O)c2cc(COc3ccccc3SC)on2)o1	i	i
O=C1CC(c2cccc(Cl)c2)C(n2cncn2)C(=O)C1C1NCCc2ccccc21 (stereo not given)	i	i
Cc1cccc(-c2noc(CCCC(=O)NC3CCCCC3)n2)c1	i	i
CCOC(=O)N1CCN(C(=O)c2cn(C)c(=O)c3c2c2ccccc2n3C)CC1	i	i

Profiles, quoted from the list. Values in the order: CHT block	CHT allo act
Cc1cc(C)c(S(=O)(=O)NNC(=O)C2CCN(Cc3ccccc3)CC2)c(C)c1 as listed: i	i
O=C(O)c1ccccc1NC(=O)C1CCCO1 (stereo not given) as listed: i	i
O=C(CN1C(=O)/C(=C/c2cccc(Br)c2)SC1=S)NCCCN1CCOCC1 as listed: i	i

Next compounds.
SMILES	CHT block	CHT allo act
O=C(CCNS(=O)(=O)c1cccs1)NCc1ccccc1	i	i
O=C(Nc1ccccc1C(=O)O)c1cccc(NC(=O)c2ccccc2Br)c1	i	i
CCOCCCn1c(=O)c(NC(=O)c2ccc(OCC)cc2)c2n(c1=S)CCCCC2	i	i
CCOc1ccc(OC(=O)NC(c2ccccc2)C(Cl)(Cl)Cl)cc1 (stereo not given)	i	i
Cc1ccc(-c2cc(C(=O)N/N=C/c3ccc(F)cc3)n[nH]2)o1	i	i
CCc1ccc(NC(=O)CSc2nncn2-c2cccnc2)cc1	i	i
CCOC(=O)Cc1csc(SCC(=O)NC(C)C23CC4CC(CC(C4)C2)C3)n1 (stereo not given)	i	i
O=C(CCCCl)NC(=S)Nc1cc(C(F)(F)F)ccc1N1CCOCC1	i	i
O=C(Nc1cc(C(F)(F)F)ccc1F)C1CCCCC1	i	i
Cc1onc(-c2c(Cl)cccc2Cl)c1C(=O)NNc1ccccc1	i	i
Cc1ccc2nc(C)cc(C(=O)OCC(=O)c3ccc(Cl)c([N+](=O)[O-])c3)c2c1	i	i
Cc1ccc(/C=C2/SC(=S)N(CCC(=O)N3CCN(C)CC3)C2=O)cc1	i	i

Overlap with the part before: two entries; new compounds follow.
SMILES	CHT block	CHT allo act
Cc1ccc2nc(C)cc(C(=O)OCC(=O)c3ccc(Cl)c([N+](=O)[O-])c3)c2c1	i	i
Cc1ccc(/C=C2/SC(=S)N(CCC(=O)N3CCN(C)CC3)C2=O)cc1	i	i
Cc1c(C=O)c(=O)n(-c2ccccc2)n1-c1ccccc1	i	i
N#Cc1c2n(c3c(=S)nc[nH]c13)CCCCC2	i	i
Cc1nn(C(=O)c2cccc([N+](=O)[O-])c2)c(C)c1Sc1ccccc1	i	i
c1ccc(-n2nc3ccccc3n2)cc1	i	i
CC(=O)c1c(C)[nH]c(C(=O)Nc2ccc(C)c(C)c2)c1C	i	i
NS(=O)(=O)c1ccc(CNC(=O)C(Cc2ccccc2)NS(=O)(=O)c2ccccc2F)cc1 (stereo not given)	i	i
O=C(Cn1nnc(-c2ccc(F)cc2)n1)N1CCCCC1	i	i
Cc1cc(OCc2nn[nH]n2)c2c(-c3ccccc3)cc(=O)oc2c1	i	i
COc1cccc(C(=O)NC(=O)Nc2cc(C)on2)c1	i	i
O=C(CN1C(=O)c2ccccc2C1=O)Nc1cc(C(=O)O)cc(C(=O)O)c1	i	i
O=C(Nc1nnc(-c2ccco2)o1)c1ccc2ccccc2c1	i	i
COc1ccc(NC(=O)Cn2nnc(-c3ccccc3F)n2)cc1	i	i

Reprinted from the part before: 4 compounds, followed by the next part.
SMILES	CHT block	CHT allo act
COc1cccc(C(=O)NC(=O)Nc2cc(C)on2)c1	i	i
O=C(CN1C(=O)c2ccccc2C1=O)Nc1cc(C(=O)O)cc(C(=O)O)c1	i	i
O=C(Nc1nnc(-c2ccco2)o1)c1ccc2ccccc2c1	i	i
COc1ccc(NC(=O)Cn2nnc(-c3ccccc3F)n2)cc1	i	i
COc1ccccc1C(=O)OCCN1CCOCC1	i	i
CCc1nnc(NC(=O)CSc2nnc(-c3ccccc3OC)n2-c2ccccc2)s1	-5.5*	i
COCCn1c(N)c(NCc2ccccc2)c(=O)[nH]c1=O	i	i
C/C(=N\OC(=O)c1ccc(Cl)cc1)c1nccs1	i	i
COc1ccc(Cc2nc3ccc(C(=O)NCc4cc(C)no4)cc3o2)cc1	i	i
CCOC(=O)C1(Cc2ccc(Cl)cc2)CCN(C(=O)CCc2ccncc2)CC1	i	i
O=C(COC(=O)c1ccc2[nH]c3c(c2c1)CCCC3)Nc1ccc(Cl)cc1Cl	i	i
COc1ccc(C2(CNC(=O)c3ccc(OC)c([N+](=O)[O-])c3)CCOCC2)cc1OC	i	i
CCN(CC)CCCNC(=O)c1cc(-c2ccc3c(c2)OCO3)on1	i	i
Cn1nc(-c2ccccc2)c(-c2nc(-c3ccccc3Cl)no2)c1Cl	i	i
Cn1c(SCC(=O)NC2CCCC2)nc2c(c1=O)SCC2	i	i
COc1ccc(S(=O)(=O)N(CCc2ccccc2)CC(=O)O)cc1	i	i

5 of the compounds above, with values under each structure:
Value order – CHT block, CHT allo act
CCOC(=O)N1CCN(C(=O)c2cn(C)c(=O)c3c2c2ccccc2n3C)CC1
→ i, i
O=C(CCNS(=O)(=O)c1cccs1)NCc1ccccc1
→ i, i
O=C(Nc1ccccc1C(=O)O)c1cccc(NC(=O)c2ccccc2Br)c1
→ i, i
CCOCCCn1c(=O)c(NC(=O)c2ccc(OCC)cc2)c2n(c1=S)CCCCC2
→ i, i
CCOc1ccc(OC(=O)NC(c2ccccc2)C(Cl)(Cl)Cl)cc1 (stereo not given)
→ i, i

Other compounds.
SMILES	CHT block	CHT allo act
CN(C)S(=O)(=O)c1cccc(NC(=O)CSc2nc3ccccc3[nH]2)c1	i	i
CCN(CC(=O)Nc1c(F)cccc1F)C(=O)CCc1nc2ccccc2c(=O)[nH]1	i	i
COc1cc(CNCCc2c[nH]c3ccccc23)ccc1OCc1ccc(F)cc1	i	i
CCOC(=O)N1CCC(NC(=O)c2cnn3ccccc23)CC1	i	i
CSc1cccc(NC(=S)N(CCCN2CCCC2)Cc2cccs2)c1	i	i
CC(=O)Nc1ccc(/C(C)=N/NC(=O)c2ccncc2)cc1	i	i
COc1ccccc1NS(=O)(=O)c1ccc(NC(=O)Cc2cccs2)cc1	i	i
N#Cc1ccccc1NC(=O)C1SC(=Nc2ccccc2)C(C(=O)Nc2ccc(Cl)cc2)=C1N (stereo not given)	i	i
Cc1ccc(N/C(SCc2ccccc2C)=C(/C#N)C(=O)NCc2ccco2)cc1C	i	i
Cc1ccc(N(C)C(=O)c2cc(S(=O)(=O)N3CCCCC3)c[nH]2)cc1	i	i
O=C(N/C(=C/c1ccccc1)C(=O)N1CCCCC1)c1ccccc1	i	i
CN(Cc1ccccc1)C(=O)Nc1ccccc1	i	i
Cc1cccc(N(C)S(=O)(=O)c2ccc(-c3cc(C)no3)s2)c1	i	i
CC(C)c1cc(=O)n2[nH]c(SCc3ccccc3Cl)nc2n1	i	i
Cc1ccc(C(=O)N2CCCC2)cc1S(=O)(=O)Nc1cccc(C)c1C	i	i
COc1cccc2c(=O)n(CC(=O)Nc3ccccc3F)ccc12	i	i
CC(=O)Nc1cccc(-c2csc(Nc3ccc(Cl)cn3)n2)c1	i	i
COc1ccc(Br)cc1CNc1ccc2[nH]c(=O)[nH]c2c1	i	i
Cc1cccn2c(=O)c3cc(C(=O)NC4CCCCC4C)n(C)c3nc12 (stereo not given)	i	i
CC1Sc2ccc(S(=O)(=O)CCC(=O)NCc3cccs3)cc2NC1=O (stereo not given)	i	i
COC(=O)c1ccc(N2CN=C(c3ccc(C)cc3)NC2=S)cc1	i	i
O=C(Nc1cccc(C(F)(F)F)c1)Oc1ccc(Cl)c2cccnc12	i	i
O=C(Cc1ccc(Br)cc1)NCc1ccccc1	i	i
CCOC(=O)C(C)Sc1nnc(CSc2nc3nc(C)cc(C)n3n2)o1 (stereo not given)	i	i
COCCNC(=S)N(CCc1c(C)[nH]c2ccc(Cl)cc12)Cc1cccnc1	i	i
c1ccc(-c2nnsc2-c2ccccc2)cc1	i	i
CC(C)(C)c1cc(NC(=O)c2cc(F)c(F)c(F)c2F)no1	i	i
CCN(CC)c1ccc(/C=N/NC(=S)NCc2ccco2)cc1	i	i
COc1ccc(C2/C(=C(/O)c3ccc(Br)cc3)C(=O)C(=O)N2C)cc1 (stereo not given)	i	i
O=C(NN1CCOCC1)c1ccc([N+](=O)[O-])cc1	i	i
Cc1cccc(N2CCN(C(c3ccncc3)c3nnnn3C(C)(C)C)CC2)c1C (stereo not given)	i	i
c1ccc(Oc2nc3ccccc3n3cccc23)cc1	i	i
CSc1sccc1/C=C(/C#N)C(=O)c1ccco1	i	i
COc1ccccc1/C=N/NC(=O)c1ccc(Br)cc1	i	i
CCCN(C(=O)c1ccco1)c1nnc(-c2cccc(C)c2)s1	i	i

Bioassay records: PubChem BioAssay, Johns Hopkins Ion Channel Center

Outcome played no part in choosing rows. About 1.4% of those tested had a hit in this group.
